# Source: PubChem BioAssay
# MITF primary: blocks human microphthalmia-associated transcription factor. O75030. AlphaScreen MITF homodimerization, bead proximity signal. inhibition, % at 2.6 µM. 650,000 compounds, 0.91% hits; in the data active means inhibition above about 50%;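 further: 0% = vehicle wells with protein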
# TEAD-YAP block: TEAD-YAP interaction inhibition | HEK-TIYL cells, TEAD-Gal4/YAP UAS-luciferase luminescence | inhibition, % at 9.12 µM | 640,000 compounds, 1.4% hits | AID 1259422; in the data active means inhibition above about 32%;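 further: 0% = median of test compound wells and 100% = reference inhibitor wells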
# FBW7 act: human FBW7 E3 ligase activation, primary screen; Q969H0; AlphaScreen FBW7–phospho-cyclin E peptide binding, activator screen; normalized activity (activation), % at 26.1 µM; 650,000 compounds, 0.13% hits; AID 1259310; in the data active means normalized activity above about 1.9%;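 further: purified mutant Fbw7 with reduced substrate affinity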
# Target sequence (Q969H0 whole entry, looked up): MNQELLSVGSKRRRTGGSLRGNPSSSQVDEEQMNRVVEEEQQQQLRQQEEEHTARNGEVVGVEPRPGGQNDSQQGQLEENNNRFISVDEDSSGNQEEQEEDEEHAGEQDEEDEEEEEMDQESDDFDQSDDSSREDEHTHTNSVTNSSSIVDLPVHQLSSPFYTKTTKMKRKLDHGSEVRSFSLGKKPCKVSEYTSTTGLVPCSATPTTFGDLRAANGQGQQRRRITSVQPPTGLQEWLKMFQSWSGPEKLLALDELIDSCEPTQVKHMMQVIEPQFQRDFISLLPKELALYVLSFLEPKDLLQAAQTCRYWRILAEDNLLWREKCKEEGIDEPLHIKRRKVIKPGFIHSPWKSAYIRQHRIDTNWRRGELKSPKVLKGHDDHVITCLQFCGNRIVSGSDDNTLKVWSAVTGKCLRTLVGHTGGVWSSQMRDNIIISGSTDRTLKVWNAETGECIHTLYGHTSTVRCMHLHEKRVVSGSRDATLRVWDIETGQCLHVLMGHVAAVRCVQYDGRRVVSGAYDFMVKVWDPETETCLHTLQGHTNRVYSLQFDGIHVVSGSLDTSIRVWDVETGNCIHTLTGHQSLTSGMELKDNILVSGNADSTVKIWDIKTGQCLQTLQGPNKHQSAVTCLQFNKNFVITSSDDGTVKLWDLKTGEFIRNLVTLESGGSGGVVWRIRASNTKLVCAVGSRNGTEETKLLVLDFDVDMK
# GPR151 ag: activates the human receptor GPR151 | Q8TDV0 | activation, % at 11.2 µM | AID 1508602 | 650,000 compounds, 1% hits | PathHunter beta-arrestin GPR151 cells, luminescence; in the data active means activation above about 4.9%;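 further: 0% = median of compound wells and 100% = cells with positive control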
# Numbers without * were called inactive; & = joins results of further samples; ! = repeats disagree.
# The first 17 entries as a preview:
SMILES,MITF primary,TEAD-YAP block,FBW7 act,GPR151 ag
CCOc1ccc(OCC)c(S(=O)(=O)N2CCCCC2)c1,1,-13,0.0,0.7
COC(=O)c1cc(C(=O)NCCN2CCOCC2)cc([N+](=O)[O-])c1,8,3,0.0,3.3
CCCN1CCCc2cc(CCNS(=O)(=O)c3ccc(OC)c(OC)c3)ccc21,21,6,-0.2,1.4
O=C(c1nc2sccn2c1CN1CCc2ccccc2C1)N1CCCCCCC1,-8,-6,-0.1,3.6
Nc1cc(S(=O)(=O)C(F)F)ccc1Cl,-16,-3,-0.2,-0.5
CCCCNC(=O)/C(=C/c1ccccc1)NC(=O)/C=C/c1ccccc1,5,4,-0.1,1.0
COc1cccc(NC(=O)CSc2nc3ccccc3c3nc(-c4cccc([N+](=O)[O-])c4)nn23)c1,-7,2,0.0,2.0
CCc1ccc2c(c1)C(=O)C(=O)N2CC(=O)NCC1CCCO1 (stereo not drawn),11,7,0.0,-0.4
COc1cccc(C(=O)Nc2nnc(COc3ccccc3F)s2)c1,3,1,0.0,0.8
O=C(Nc1ccc2[nH]ncc2c1)[C@H]1CCCN1C(=O)C(O)c1ccc(F)cc1F (stereo partly drawn),-2,-4,-0.1,-0.7
CCn1cc(/C=C/C(=O)c2ccc(O)cc2)c(C)n1,7,86*,-0.1,-0.1
CCCNC(=O)C1CCN(c2ccc(Nc3cc(OC)c(OC)c(OC)c3)nn2)CC1,23,-16,0.4,-2.0
CC(NC(=O)c1cnc2scc(-c3ccccc3)n2c1=O)c1ccccc1 (stereo not drawn),8,1,-0.3,-0.2
NC(=O)CSc1nc2ccccc2n1C(=O)Oc1ccccc1,7,11,0.2,2.2
COc1cccc(C(=O)Nc2ccc3nc4n(c(=O)c3c2)CCCC4)c1,1,-7,0.0,-2.4
Cc1cc(C)nc(SCC(=O)OCC(=O)N2CCc3ccccc32)n1,9,2,0.0,0.6
O=C(CSc1nc2[nH]ncc2c(=O)n1-c1cccc(Cl)c1)c1ccc(Cl)cc1,8,0,0.1,1.0

# Results, repeating the preview:
SMILES,MITF primary,TEAD-YAP block,FBW7 act,GPR151 ag
CCOc1ccc(OCC)c(S(=O)(=O)N2CCCCC2)c1,1,-13,0.0,0.7
COC(=O)c1cc(C(=O)NCCN2CCOCC2)cc([N+](=O)[O-])c1,8,3,0.0,3.3
CCCN1CCCc2cc(CCNS(=O)(=O)c3ccc(OC)c(OC)c3)ccc21,21,6,-0.2,1.4
O=C(c1nc2sccn2c1CN1CCc2ccccc2C1)N1CCCCCCC1,-8,-6,-0.1,3.6
Nc1cc(S(=O)(=O)C(F)F)ccc1Cl,-16,-3,-0.2,-0.5
CCCCNC(=O)/C(=C/c1ccccc1)NC(=O)/C=C/c1ccccc1,5,4,-0.1,1.0
COc1cccc(NC(=O)CSc2nc3ccccc3c3nc(-c4cccc([N+](=O)[O-])c4)nn23)c1,-7,2,0.0,2.0
CCc1ccc2c(c1)C(=O)C(=O)N2CC(=O)NCC1CCCO1 (stereo not drawn),11,7,0.0,-0.4
COc1cccc(C(=O)Nc2nnc(COc3ccccc3F)s2)c1,3,1,0.0,0.8
O=C(Nc1ccc2[nH]ncc2c1)[C@H]1CCCN1C(=O)C(O)c1ccc(F)cc1F (stereo partly drawn),-2,-4,-0.1,-0.7
CCn1cc(/C=C/C(=O)c2ccc(O)cc2)c(C)n1,7,86*,-0.1,-0.1
CCCNC(=O)C1CCN(c2ccc(Nc3cc(OC)c(OC)c(OC)c3)nn2)CC1,23,-16,0.4,-2.0
CC(NC(=O)c1cnc2scc(-c3ccccc3)n2c1=O)c1ccccc1 (stereo not drawn),8,1,-0.3,-0.2
NC(=O)CSc1nc2ccccc2n1C(=O)Oc1ccccc1,7,11,0.2,2.2
COc1cccc(C(=O)Nc2ccc3nc4n(c(=O)c3c2)CCCC4)c1,1,-7,0.0,-2.4
Cc1cc(C)nc(SCC(=O)OCC(=O)N2CCc3ccccc32)n1,9,2,0.0,0.6
O=C(CSc1nc2[nH]ncc2c(=O)n1-c1cccc(Cl)c1)c1ccc(Cl)cc1,8,0,0.1,1.0
CCN(CC)S(=O)(=O)c1ccc(C(=O)NCc2n[nH]c(=S)n2-c2ccc(Cl)c(Cl)c2)cc1,-3,-10,0.0,0.1
c1ccc(-c2cnc(NC3CC3)nc2)cc1,-1,-5,0.1,-7.0
O=C(NCCN1CCN(Cc2ccccc2Cl)CC1)C(=O)Nc1ccc(F)cc1,1,-1,0.2,0.0
CCN(CCCNc1ccc(C(=O)Nc2ccc(C(F)(F)F)cc2)cc1[N+](=O)[O-])c1cccc(C)c1,4,2,0.1,1.6
Cn1c(=O)c(C2=NS(=O)(=O)c3ccccc3N2)c(O)c2ccccc21,14,-4,0.1,-1.5
Cc1ccc(-c2nc(C=Nc3ccc(I)cc3C)c(O)o2)cc1,-15,7,-0.3,0.1
COc1ccc(NC(=O)CCN2CCCC2)cc1,18,4,0.0,-0.5
CCOC(=O)Cn1c(-c2ccc(S(=O)(=O)N3CCOCC3)cc2)csc1=Nc1cccc(C(F)(F)F)c1,2,-2,-0.2,0.2
C=CCn1c(=O)c(C(=O)Nc2cccnc2)c(O)c2ccccc21,-8,-2,-0.1,-1.5
CCOC(=O)c1c(C)oc2ccc(N(C(=O)c3ccccc3)S(=O)(=O)c3cccc([N+](=O)[O-])c3)cc12,-5,3,0.0,0.1
NC(=O)CSc1nc(N)c(NC(=O)c2ccco2)c(=O)[nH]1,28,15,0.0,-0.4
Cc1nc2sccn2c(=O)c1S(=O)(=O)N1CCCc2ccccc21,-16,10,-0.1,-0.1
Cc1nc(N2CCCCC2C)c2c(C)c(C(=O)O)sc2n1 (stereo not drawn),14,12,-0.1,-0.6
CCN1C(C(=O)c2ccccc2)=C(Nc2ccccc2OC)c2ccccc2S1(=O)=O,27,-3,-0.3,1.7
CC(C)=C(C#N)c1nc2ccc(C)cc2[nH]1,9,-37,1.4,-0.7
CCOC(=O)c1ccc(NC(=O)CSc2nc3ccccc3c(=O)n2NC(=O)Cc2ccccc2)cc1,-5,10,0.1,1.4
CC1CCCN(Cc2nc3c(c(=O)n(C)c(=O)n3C)n2Cc2ccc(Cl)cc2Cl)C1 (stereo not drawn),-1,4,0.0,-1.7
Cc1ccccc1C(=O)OCc1ccc(-c2ccc(Cl)cc2Cl)o1,2,-4,0.1,-0.4
COc1ccccc1NC(=O)c1cc(S(=O)(=O)N2CCN(c3cccc(Cl)c3)CC2)ccc1F,7,9,-0.2,1.4
COc1cc(C(=O)OCCCC(=O)c2ccc(F)cc2)c([N+](=O)[O-])cc1OC,3,-6,-0.1,1.1
O=C(CSc1n[nH]c(=O)[nH]c1=O)N/N=C/c1ccccn1,4,9,-0.1,0.2
CCCCCCNc1nc(Cl)nc(Nc2ccc([N+](=O)[O-])cc2)n1,-5,5,-0.1,0.7
C[C@@H](Cn1nnc2ccccc21)NC(=O)c1cscn1,6,-1,0.0,-0.3
CC(=O)c1cccc(NC(=S)NN2CCOCC2)c1,8,14,0.0,0.2
Cc1ccc(S(=O)(=O)N(c2ccc(S(=O)(=O)N3CCCCC3)cc2)C(F)F)cc1,0,10,0.2,1.3
COc1cc(C(C)=O)ccc1OCc1ccc(C#N)cc1,9,-27,0.1,-0.8
Cc1nn2cc(CNC(=O)CC3C(=O)NCCN3CC(C)(C)C)nc2s1 (stereo not drawn),-6,0,-0.1,-0.2
NC(=O)C1CCN(C(=O)CSc2nc(C3CC3)nc3c2cnn3-c2ccccc2)CC1,12,11,0.8,-1.1
CC(=O)N(CCC(Cc1ccccc1)c1ccc2c(c1)OCO2)Cc1ccc2c(c1)OCO2 (stereo not drawn),-5,-4,0.4,-1.3
Nc1cccc2c1C(=O)N(c1ccc(Cl)cc1Cl)C2=O,-13,13,0.5,1.2
COc1ccccc1/C=C/C1=NC(=C\c2ccc(OC)c(OC)c2OC)/C(=O)O1,21,-1,0.0,-1.2
Cn1nnnc1SCc1nnc(-c2ccc(Cl)cc2)o1,-4,-14,0.0,-0.6
O=C1/C(=C/c2ccccc2)N=C2CCCCCN12,3,-32,0.3,-0.4
Cc1ccc(-c2[nH]nc3c2C(c2ccncc2)C(C#N)=C(N)O3)cc1 (stereo not drawn),-4,2,-0.2,-1.3
CC1=C(C(=O)OCCc2ccccc2)C(c2cccnc2)C2=C(CC(c3ccccc3)CC2=O)N1 (stereo not drawn),-22,9,0.4,3.9
O=C(Cc1coc2ccc3ccccc3c12)NCc1ccncc1,4,-4,0.0,3.0
Cn1c(O)c(C=NCCCCCC(=O)O)c(=O)n(C)c1=O,-4,-6,0.8,1.5
CCN(CC(=O)OC)S(=O)(=O)c1ccc(C)cc1,-9,2,0.0,-1.2
CC1=C(C(=O)Nc2ccccc2)C(c2ccccc2)C(C#N)=C(SCC(=O)Nc2ccc(C)c(Cl)c2)N1 (stereo not drawn),-7,15,0.4,0.5
Nc1cccc(-c2ncc(C(=O)NCc3nc4ccccc4[nH]3)s2)c1,-8,-1,-0.1,-1.7
CCOC(=O)C1CCCN(S(=O)(=O)c2cc(OCC(N)=O)c(C)cc2Cl)C1 (stereo not drawn),-4,1,1.1,0.9
Nc1cc(=O)nc(SCC(=O)Nc2ccc(Cl)cn2)n1CCc1ccccc1,12,-7,0.2,0.2
COc1cc(C(C)=O)ccc1COc1ccc(C(=O)OCC(=O)NC(C)(C)C)cc1OC,-5,3,0.0,-0.1
# (list continues)
SMILES,MITF primary,TEAD-YAP block,FBW7 act,GPR151 ag
CCOc1ccccc1/C=C1\C(=O)Nc2ccc(Cl)cc21,2,15,0.5,-0.1
O=C1CCCN1CC(=O)N1CCCC(n2nc(-c3ccco3)ccc2=O)C1 (stereo not drawn),15,13,0.3,-0.1
CCOC(=O)C1(Cc2cccc(OC)c2)CCCN(C(=O)CN2CCCC2=O)C1 (stereo not drawn),4,-1,0.0,-2.2
CCC(=O)Nc1nnc(S(=O)(=O)N(C)c2ccccc2)s1,7,1,-0.1,4.3
c1ccc(-c2nc(-c3cccnc3)cc(N3CCN(c4ccccn4)CC3)n2)cc1,11,2,0.4,1.2
COc1ccccc1CNC(=O)c1ccc(Cl)cc1Cl,-6,-1,-0.1,1.0
O=C(CSc1nnc(Nc2ccccc2)s1)N1CCCCC1,-4,-12,-0.1,-0.9
Cc1ccc(S(=O)(=O)Nc2ccccc2C(=O)Nc2nc(-c3ccc(Br)s3)cs2)cc1,-5,53*,0.0,1.0
CCc1ccc(N2C(=O)C3C(C(=O)OC)=NN(C(C)=O)C3C2=O)cc1 (stereo not drawn),2,1,0.3,1.6
COc1ccc(C(=O)Nc2nc3c(s2)CCCC3)c(OC)c1OC,8,62*,0.6,-1.6
CCc1ccccc1NC(=O)C(=O)NCc1ccc2c(c1)OCO2,-4,-7,0.0,-0.5
COc1ccc(C)cc1NC(=O)c1ccccc1I,1,-3,0.0,-0.5
COCC1CCN(Cc2c(C(=O)N3CCCCCCC3)nc3ccc(Cl)cn23)C1 (stereo not drawn),-5,-10,0.1,-0.2
O=C1c2cc([N+](=O)[O-])cc3cc([N+](=O)[O-])cc(c23)C(=O)N1c1ccc(Br)cc1,27,-11,-0.9,-0.9
COc1ccc(C(=O)Nc2ccc3nc(N4CCOCC4)cc(C)c3c2)cc1OC,2,9,-0.1,1.4
O=C(c1cc(F)c(F)cc1Cl)n1cc(Br)cn1,4,2,0.0,-0.5
CC(C)(C)C(=O)/C=C/Nc1ccc([N+](=O)[O-])cc1,21,-47,-0.2,-2.1
CCOC(=O)c1[nH]c(C)c(C(=O)/C=C/c2ccc([N+](=O)[O-])cc2)c1C,-1,3,0.2,2.0
CN1C(=O)/C(=C\c2ccc(OC(F)F)cc2)SC1=S,9,14,0.0,1.0
O=[N+]([O-])c1ccc(Nc2ccc(O)cc2)c([N+](=O)[O-])c1,-9,-1,-0.3,1.1
O=C(COc1ccc(Cl)cc1)OCCN1CCOCC1,-1,3,0.7,1.3
N#C/C=C(\c1ccc(F)cc1)N1CCCCC1,5,2,-0.1,-0.9
O=[N+]([O-])c1ccc(-c2ccc(S(=O)(=O)N3CCOCC3)cc2)cc1,3,9,-0.1,5.6*
CCOC(=O)Cc1nnc(NC(=O)c2cccc(C)c2)s1,12,9,0.0,-0.1
COc1ccc(C(=O)NC(C)(C)C)cc1Br,-10,3,0.3,0.8
COC(=O)CCCNC(=O)CC1C(=O)NCCN1CC(C)(C)C (stereo not drawn),10,13,0.1,-0.4
COc1cc(CN2CCCCCC2)ccc1O,14,3,0.2,0.3
CCCCC(=O)N1c2ccccc2NC2=C(C(=O)CCC2)C1c1ccc(OC)c(OC)c1 (stereo not drawn),2,7,0.0,-0.7
CCCOC(=O)C1=C(C)NC2=C(C(=O)CCC2)C1c1cccnc1 (stereo not drawn),2&-1,2&9,-0.1&-0.3,6.1*!
O=C(COc1ccccc1)Nc1ncn[nH]1,11,-6,-0.2,-1.5
CC1=C(C(=O)OC(C)(C)C)C(c2ccc(Cl)cc2)C(C#N)=C(SCC(=O)Nc2ccc(Cl)cc2)N1 (stereo not drawn),-10,4,0.0,-0.6
Fc1ccc(-c2csc(N3CCN(Cc4ccc5c(c4)OCO5)CC3)n2)cc1,-1,2,-0.1,-1.7
O=C1CCCC2=C1C(c1ccc(F)cc1)c1c(nc(SCc3ccccc3)[nH]c1=O)N2 (stereo not drawn),14,7,0.2,-0.6
CCn1c(=O)c2sccc2n2c(CCCC(=O)NCCc3ccc(Cl)cc3)nnc12,11,-2,0.1,0.3
COc1ccc(C(=O)CC2(O)C(=O)N(C)c3ccccc32)cc1[N+](=O)[O-] (stereo not drawn),-1,1,0.2,0.6
